# Source: PubChem BioAssay (several laboratories)
# Siah-1 displacement: blockers of Siah-1 interaction with plectin peptide – biochemical, fluorescence polarization, rhodamine-plectin, uHTS, primary screen (AID 1817) | Siah-1 / rhodamine-plectin peptide fluorescence polarization; higher % means a stronger effect | one-dose displacement, % at 20 µM; IC50 in µM for titrated hits | actives 0.02% (n = 290,000);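 active = displacement of at least 50% at 20 µM, with a fluorescence ratio check between 0.3 and a set limit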;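 note: plate controls were Siah plus tracer with DMSO for no effect and tracer alone without Siah for full effect; strong numbers were not always called active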
# Myeloid diff MLP: myeloid differentiation induction | ER-HoxA9 myeloid progenitors, lysozyme-GFP differentiation, flow cytometry | calls only at 10 µM | actives 1% (n = 360,000) | AID 624256;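 active = normalized GFP-positive differentiation at or above the plate's own cutoff, the solvent-only control mean plus 3 SD; inconclusive = no clear call, values can overlap the other calls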;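 note: cells exposed to compound for four days before flow analysis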
# RSV CPE inhibition: RSV antiviral activity via CPE protection, HEp-2 cells, primary 10 µM value included (AID 2391) | HEp-2 cells, RSV-induced CPE inhibition; higher % means a stronger effect | CPE inhibition, % at 10 µM, or IC50 in µM where a hit was titrated | actives 0.13% (n = 310,000); in the data active = a potency from the dose series; inconclusive = CPE inhibition mostly from about 23% at the one dose, without a potency; inactive = the rest, 99 in 100 with CPE inhibition below about 21%; note: strong numbers were not always called active
# Myeloid diff MLP GFP+ MAC1+ %: further read-out of Myeloid diff MLP, marked with its call; GFP+ MAC1+ double positive, %; measured here: differentiation confirmed by MAC1 staining
# * = called active by the depositor; i = inactive; ? = inconclusive; · = not tested or not shown; + = active, no number. An excerpt; rates above refer to the full screens.
SMILES,Siah-1 displacement,Myeloid diff MLP,Myeloid diff MLP GFP+ MAC1+ %,RSV CPE inhibition
CCc1ccc(CN(C(=O)c2oc3ccccc3c2C)C2CCS(=O)(=O)C2)cc1 (stereo not given),18%,i,5.4,8.4%
CC(C)[C@@H](C(=O)NC1CCN(Cc2ccccc2)CC1)N1C(=O)N2CCc3c([nH]c4ccccc34)[C@@]2(C)C1=O,-4%,i,2.2,1.2%
O=C(NNc1cc(Cl)ccc1Cl)c1cccs1,-1%,i,0.5,1.4%
O=C(c1cccc(NC2=NC3CS(=O)(=O)CC3S2)c1)N1CCN(c2ccc(F)cc2)CC1 (stereo not given),1%,i,3.4,0.3%
O=C(CCC(=O)N1CCSc2ccccc21)NCc1cccc(Br)c1,3%,i,1.1,2.8%
Cc1c(OCC(=O)NCC2CCC(C(=O)O)CC2)ccc2c3c(c(=O)oc12)CCC3 (stereo not given),4%,i,1.9,0.5%
CC1=C(C(=O)Nc2ccc(C(=O)NC(C)c3ccccc3)cc2)SCCO1 (stereo not given),1%,i,3.2,4.2%
c1ccc(COCCCn2cc(-c3ccccc3)nn2)cc1,-3%,+,17*,-0.6%
COc1cccc(N2CCN(S(=O)(=O)c3cc4c(cc3Cl)NC(=O)CO4)CC2)c1,4%,i,1.1,1.4%
CCCNC(=O)[C@H]1N2C(=O)c3c(ccc(OC)c3OC)C2SC1(C)C (stereo not given in full),3%,i,0.4,1.8%
Cc1c(C(=O)N(Cc2ccccc2)Cc2cccs2)cnn1-c1ccc(Cl)cc1,-3%,i,0.4,2.6%
CCOC(=O)C(CC)n1cnc2c(nnn2-c2ccc(F)cc2)c1=O (stereo not given),-2%,i,3.7,1.7%
COc1ccc(Cc2nnc(NC(=O)c3cccc(F)c3)s2)cc1OC,1%,i,0.3,0.1%
Cc1cccc(NC(=O)CCN2C(=O)c3ccccc3S2(=O)=O)c1C,3%,i,1.6,1.5%
COc1ccc(NC(=O)Cn2c(=O)oc3cc(S(=O)(=O)N4CCCC4)ccc32)cc1,0%,i,5.0,0.6%
COc1ccc(/C=N/NC(=O)c2[nH]c3ccc(Cl)cc3c2-c2ccccc2)c(C(=O)O)c1OC,24%,i,0.6,4.5%
CCN(C(=O)C1CCCN1S(=O)(=O)c1ccc2c(c1)n(C)c(=O)c(=O)n2C)c1ccccc1 (stereo not given),7%,i,1.6,0.7%
Cc1c2cnn(CC(=O)NCc3ccccn3)c(=O)c2c(C)n1Cc1ccccc1,-1%,i,2.2,1.9%
CC(C)[C@H](NC(=O)N1CC(=O)Nc2ccccc21)C(=O)N1CCC[C@H]1C(=O)O,-1%,i,2.0,0.9%
CCN1CCN(C(=O)C2=CC(c3ccc(C)cc3)=NS(=O)(=O)N2C)CC1,1%,i,3.0,1.3%
NC(=O)c1c(NC(=O)Cc2ccccc2)sc2c1CCN(Cc1ccccc1)C2,5%,i,2.4,-0.1%
CC(C)C[C@@H](CO)N1CCN(C)CCC1=O,-4%,i,0.8,1.3%
CC(C)C[C@@H](C(=O)NCc1ccco1)N1C(=O)N2CCc3c([nH]c4ccccc34)[C@@]2(C)C1=O,0%,i,1.9,1.7%
COc1ccc(C2=NS(=O)(=O)N(C)C(C(=O)N(C)Cc3ccccc3)=C2)cc1,-1%,i,4.4,0.6%
CCOC(=O)c1ccc(NC(=O)C2CCN(S(=O)(=O)c3c(C)nn(C)c3C)CC2)cc1,-4%,i,2.8,0.1%
CCCCC(=O)Nc1nc2c(s1)COc1ccccc1-2,-6%,i,3.1,3.3%
CCOc1cc(CNCCCN2CCOCC2)cc(Cl)c1OCC(=O)NC(C)(C)C,-1%,i,0.0,-0.3%
COC(=O)c1cc(S(=O)(=O)Nc2cccc(OC)c2)cn1C,2%,i,2.4,1.4%
COc1ccc2cc3c(N)nn(C(=O)c4ccccc4Cl)c3nc2c1,0%,i,0.0,-1.4%
Cc1ccc(CNC(=O)CC2(CC3=NS(=O)(=O)c4ccccc4N3)CCCC2)cc1,-3%,i,1.3,1.2%
COc1ccccc1CNC(=O)C1CCN(S(=O)(=O)c2ccc3c(c2)C(C)(C)C(=O)N3C)CC1,8%,i,5.4,1.0%
COc1cccc2c1CCc1c-2nc2ccccc2c1C(=O)O,-2%,i,0.2,0.4%
CCC1COCCS(=O)(=O)N1Cc1ccc(F)cc1 (stereo not given),-2%,i,0.2,-0.1%
CCOP(=O)(c1ccc(N(C)C)cc1)C(O)c1ccc(C)cc1 (stereo not given),7%,i,0.1,0.4%
COc1ccc(NC(=O)c2cccc3c2C(=O)N(CC2CCCO2)C3)cc1OC (stereo not given),-1%,i,3.4,3.1%
Cc1cc(OCC(=O)N(Cc2cccs2)C2CCS(=O)(=O)C2)ccc1Cl (stereo not given),-3%,i,3.1,2.6%
CC(=O)c1sc(NC(=O)c2ccc(COc3ccccc3Cl)o2)nc1C,-3%,i,0.6,-0.1%
CC(C)CNS(=O)(=O)c1cc(C(=O)OCC(=O)N(C)C2CCS(=O)(=O)C2)c(Cl)cc1Cl (stereo not given),5%,i,0.5,1.0%
COc1ccc(C2=NS(=O)(=O)N(C)C(C(=O)N3CCC(C(N)=O)CC3)=C2)cc1,-3%,i,1.6,2.6%
Cc1ccc2c(c1)N(CC(=O)NCC(C)c1ccccc1)C(=O)c1cccnc1O2 (stereo not given),-1%,i,5.0,0.9%
COc1ccc2oc(=N)c(C(=O)Nc3ccc(F)cc3)cc2c1,11%,i,0.0,1.3%
CC(Oc1ccc2c(c1)oc(=O)c1ccccc12)C(=O)NC(Cc1c[nH]c2ccc(O)cc12)C(=O)O (stereo not given),-6%,i,2.9,1.0%
O=C(Nc1nnc(S(=O)(=O)N2CCCCCC2)s1)c1ccccc1Cl,6%,i,3.6,0.2%
CCOc1ccccc1NC(=O)CCc1nnc2ccc(N3CCC(C)CC3)nn12,-4%,i,4.9,0.9%
Cc1c(NC(=O)c2cc(-c3ccccc3O)on2)c(=O)n(-c2ccccc2)n1C,-4%,i,0.5,3.1%
CCN(Cc1ccccc1)C(=O)c1cc(S(=O)(=O)N2CCOCC2)cn1C,-2%,i,2.8,1.9%
COc1ccc(C2C(C#N)=C(N)N(N(C)C)C3=C2C(=O)CC(C)(C)C3)cc1OC (stereo not given),-2%,i,0.4,1.4%
CCc1ccc(NC(=O)CCC(=O)N2CCSc3ccccc32)cc1,3%,i,0.4,3.0%
CCCCc1cc(=O)oc2c(C)c(OCC(=O)NCC3CCC(C(=O)O)CC3)ccc12 (stereo not given),-1%,i,2.7,1.6%
O=C(Nc1cc(S(=O)(=O)N2CCOCC2)ccc1N1CCOCC1)c1cccc(S(=O)(=O)N2CCCCC2)c1,10%,i,0.7,4.9%
# Next part
SMILES,Siah-1 displacement,Myeloid diff MLP,Myeloid diff MLP GFP+ MAC1+ %,RSV CPE inhibition
CCOc1ccc(Nc2ccnc3cc(Cl)ccc23)cc1,6%,i,0.4,4.0%
COc1cccc(C(=O)Nc2nnc(-c3ccccc3)s2)c1OC,-8%,i,2.1,2.4%
O=S1(=O)[C@H]2C[C@@H]3C=C[C@@]2(CN1Cc1cccc(Cl)c1)O3,-2%,i,0.4,3.3%
CC(C)N(C(C)C)S(=O)(=O)c1ccc(NN)nc1,-4%,i,0.5,1.7%
CC(=O)N1CCN(Cc2nc3cc([N+](=O)[O-])ccc3n2C)CC1,1%,i,0.3,1.1%
Cc1cccc(N(C)S(=O)(=O)c2cc3c(cc2C)n(C)c(=O)c(=O)n3C)c1,-2%,i,1.4,1.3%
Cc1ccccc1NC(=O)c1ccc(CN2CC(=O)N3CCCCC3C2=O)cc1 (stereo not given),-8%,i,2.9,2.5%
CCN(CC)c1ccc(NS(=O)(=O)c2cn(C)c(=O)n(C)c2=O)c(C)c1,1%,i,0.9,-0.1%
COc1ccc(CCNC(=O)c2cccc(NC3=NC4CS(=O)(=O)CC4S3)c2)c(OC)c1 (stereo not given),-6%,i,1.6,0.9%
CCN(CC(=O)N(CC(C)C)c1c(N)n(CC(C)C)c(=O)[nH]c1=O)Cc1nc2ccccc2c(=O)[nH]1,2%,i,0.3,0.4%
CCN(Cc1cnn(C)c1)C(=O)c1cc(COc2ccc(F)cc2F)on1,0%,i,0.4,0.9%
COc1ccc(CNC(=O)c2cc(S(=O)(=O)N3CCOCC3)cn2C)cc1,11%,i,7.5,2.8%
O=C(NCc1cccc(Cl)c1)c1ccc2nc(N3CCOCC3)sc2c1,-4%,i,1.8,3.9%
CSc1ccccc1NC(=O)C1=CC(c2cccs2)=NS(=O)(=O)N1C,2%,i,2.7,1.8%
COc1ccc(C(NC(=O)C(C)C)c2ccc3cccnc3c2O)cc1 (stereo not given),-3%,?,·,1.9%
CCN1C(=O)[C@H]2[C@@H](c3ccc(Cl)cc3)N3C(=O)CN(CCOC)C(=O)[C@@]3(Cc3ccccc3)[C@H]2C1=O,2%,i,1.7,2.0%
CCOc1ccc(CNC(=O)c2ccc3c(c2)N(CC)CCS3)cc1,1%,i,2.4,0.5%
CC(=O)c1cccc(NC(=O)CN(C)S(=O)(=O)c2ccc3c(c2)CCC(=O)N3)c1,-4%,i,2.1,0.6%
CCc1ccccc1NC(=O)C1=CC(c2cccs2)=NS(=O)(=O)N1C,-7%,i,2.1,-0.2%
CN1CCN(C(=O)c2ccc3c(c2)N(Cc2ccc(F)cc2)C(=O)c2ccccc2S3=O)CC1 (stereo not given),-4%,i,3.5,2.1%
CCOc1ccccc1C(=O)Oc1cc(C)[nH]c(=O)c1[N+](=O)[O-],6%,i,2.5,1.2%
Cc1c(Cl)ccc2sc(NC(=O)C3CC3)nc12,5%,i,1.8,4.4%
Cc1ccc(NC(=O)c2cc(S(=O)(=O)N3CCOCC3)cn2C)cc1F,-2%,i,4.4,1.2%
Cc1cccc(NS(=O)(=O)c2cc3c(cc2C)n(C)c(=O)c(=O)n3C)c1,-2%,i,0.5,0.5%
COc1ccc2c3c(cccc13)OC2=O,-3%,i,0.4,1.1%
CC(C)NC(=O)c1cc(-c2cccs2)nc2ccccc12,1%,i,0.6,1.1%
CCc1nc(Nc2ccc(O)cc2)c2oc3ccccc3c2n1,2%,i,0.2,0.1%
Cc1cccc(OCC(=O)Nc2nnc(S(=O)(=O)N3CCCCC3)s2)c1,0%,i,1.9,1.4%
O=C(Nc1nnc(S(=O)(=O)Nc2ccccc2)s1)C1CCCCC1,2%,i,3.6,3.7%
COc1ccccc1C(=O)Nc1nnc(S(=O)(=O)N2CCCCCC2)s1,17%,i,1.7,3.8%

# 15 structures from above, arranged by molecular weight, low to high.
SMILES,Siah-1 displacement,Myeloid diff MLP,Myeloid diff MLP GFP+ MAC1+ %,RSV CPE inhibition
COc1ccc2c3c(cccc13)OC2=O,-3%,i,0.4,1.1%
Cc1c(Cl)ccc2sc(NC(=O)C3CC3)nc12,5%,i,1.8,4.4%
CC(C)NC(=O)c1cc(-c2cccs2)nc2ccccc12,1%,i,0.6,1.1%
CCc1nc(Nc2ccc(O)cc2)c2oc3ccccc3c2n1,2%,i,0.2,0.1%
CCOc1ccccc1C(=O)Oc1cc(C)[nH]c(=O)c1[N+](=O)[O-],6%,i,2.5,1.2%
COc1ccc(C(NC(=O)C(C)C)c2ccc3cccnc3c2O)cc1 (stereo not given),-3%,?,·,1.9%
CCOc1ccc(CNC(=O)c2ccc3c(c2)N(CC)CCS3)cc1,1%,i,2.4,0.5%
O=C(Nc1nnc(S(=O)(=O)Nc2ccccc2)s1)C1CCCCC1,2%,i,3.6,3.7%
Cc1cccc(NS(=O)(=O)c2cc3c(cc2C)n(C)c(=O)c(=O)n3C)c1,-2%,i,0.5,0.5%
CCc1ccccc1NC(=O)C1=CC(c2cccs2)=NS(=O)(=O)N1C,-7%,i,2.1,-0.2%
Cc1ccc(NC(=O)c2cc(S(=O)(=O)N3CCOCC3)cn2C)cc1F,-2%,i,4.4,1.2%
O=C(NCc1cccc(Cl)c1)c1ccc2nc(N3CCOCC3)sc2c1,-4%,i,1.8,3.9%
Cc1cccc(OCC(=O)Nc2nnc(S(=O)(=O)N3CCCCC3)s2)c1,0%,i,1.9,1.4%
CC(=O)c1cccc(NC(=O)CN(C)S(=O)(=O)c2ccc3c(c2)CCC(=O)N3)c1,-4%,i,2.1,0.6%
CN1CCN(C(=O)c2ccc3c(c2)N(Cc2ccc(F)cc2)C(=O)c2ccccc2S3=O)CC1 (stereo not given),-4%,i,3.5,2.1%

# (more compounds)
SMILES,Siah-1 displacement,Myeloid diff MLP,Myeloid diff MLP GFP+ MAC1+ %,RSV CPE inhibition
COc1cccc(/C=N/Nc2nnc(C)n2N)c1O,-1%,i,0.7,0.1%
Cc1ccc(CNC(=O)CCS(=O)(=O)c2cc3c(cc2Cl)NC(=O)CO3)o1,-1%,i,0.4,2.3%
O=c1c2ccccc2ncn1/N=C/c1ccccc1,3%,i,0.7,2.6%
CCCN(CCC)C(=O)c1cc(S(=O)(=O)N2CCCCC2)c[nH]1,5%,i,2.2,2.7%
CCC1CN(S(=O)(=O)c2ccc3c(c2)NC(=O)CC(=O)N3)c2cc(Cl)ccc2O1 (stereo not given),7%,i,9.4,-1.6%
